High-throughput results from PubChem BioAssay.
Lipid storage S3: qHTS Assay for Lipid Storage Modulators in Drosophila S3 Cells. actives 0.64% (n = 320,000). Potency in µM for hits, for the others lipid storage change, negative = inhibition, % at the top dose, mostly 46.1 µM. Drosophila S3 cells, BODIPY lipid droplet fluorescence, 18-24 h; cells fed with added oleic acid. AID 2685; active = well fitted inhibition curve with a large enough effect in the signal ratio, with a control signal flat, not every such curve was filed as active; inconclusive = small, poorly fitted or top-dose-only effect, or effect the other way, or a change in a side signal; the % refers to the signal ratio
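Laser-scanning cytometry quantifies lipid droplet accumulation (500–530 nm total intensity; droplet/cell object ratio) in oleic acid-fed (400 uM added) Drosophila S3 cells treated with a concentration series. 20 uM Triacsin C defined 100% inhibition.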
Lipid storage S3 cell count max: recorded beside Lipid storage S3, whose call it bears; cell number change, %; measured here: cell count max response;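 cells counted by Cell Tracker Red CMTPX staining in the red channel; peak over a dose series mostly up to 46.1 µM; percent activity relative to internal control wells on each plate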
Active calls of the source: *; i = inactive; ? = inconclusive; / = no result given. % is set by controls: 0 for no effect and ±100 for the full control effect; potency is the fitted concentration of half-maximal effect. Some of the compounds tested. The share of hits here may be higher or lower than overall.

Lipid storage S3,Lipid storage S3 cell count max,mol
?,/,CCC(NC(=O)c1ccccc1NC(=O)c1ccco1)C(=O)NC1CCCCC1 (centres undefined)
?,/,Cc1c(CN2CCC(n3nccc3NC(=O)C3CC3)CC2)[nH]c2ccccc12
18%,1,CCN(C(=O)N1CCOCC1)c1ccccc1C
?,/,O=C1CCCN1CCC1CCN(C(=O)Nc2ccccc2)CC1
?,/,CCCCNC(=O)C(=O)NCc1ccncc1
?,/,COc1ccc(CNC(=O)N2CCN(c3cccc(Cl)c3)CC2)cc1OC
11%,-1,CCn1ccnc1CNC(=O)C1CCC(=O)N(Cc2ccccc2F)C1 (centres undefined)
-8%,1,O=C(CC1S/C(=N/N=C/c2cccs2)NC1=O)Nc1ccc(Cl)c(Cl)c1 (centres undefined)
-5%,6,NS(=O)(=O)c1ccc(CCNC(=O)CNCCc2ccc(C(F)(F)F)cc2)cc1
1%,-8,O=C(NCCS(=O)(=O)NC1CCCC1)c1ccc(F)cc1
?,/,N#CC(C#N)=C1C=CC=CN1/C(=C\c1ccco1)C(=O)c1ccc(Br)cc1
0%,7,CCn1c(CNC(=O)c2ccccc2F)nnc1SCC(=O)NC1CCCCC1
i,/,COc1ccc(N2CC(O)=C(c3nc(-c4ccc(F)cc4)cs3)C2=N)cc1Cl
?,/,O=C1C(=O)N(CCCn2ccnc2)C(c2ccc(Br)cc2)/C1=C(\O)c1ccc2c(c1)OCCO2 (centres undefined)
4%,17,Cc1[nH]c2ccccc2c1C(=O)C(=O)N1CC=C(c2ccccc2)CC1
5%,9,Cc1ccc(S(=O)(=O)CCC(=O)Nc2cccc([N+](=O)[O-])c2)cc1
3%,2,O=C(CSc1ncnc2c1cnn2-c1ccccc1)Nc1ccc2c(c1)OCO2
-25%,9,CCN(CC)S(=O)(=O)c1c(OC)cc(C)c(Cl)c1C
?,/,Cc1ccc(NC(=O)C/C(N)=N/OC(=O)Nc2ccc(C)c(Cl)c2)cc1
?,/,COc1cccc(-n2cc(CNCc3c(C(=O)N(C)C)nc4ccc(Cl)cn34)cn2)c1
-21%,-10,C[C@@H]1C[C@@H]2OC(=O)[C@]3(C)[C@H]2[C@@H](OC3(C)O)[C@]2(C)C(=O)C=C[C@H]12 (some centres undefined)
26µM*,-7.8*,O=C(Cn1cnc2c(cnn2-c2ccccc2)c1=O)Nc1cc(S(=O)(=O)N2CCOCC2)ccc1Cl
?,/,CCCCCCCCCCn1ccc(=N)cc1
5%,3,COc1ccccc1-c1nn(-c2ccccc2)cc1C(=O)N1CCN(C(=O)c2ccco2)CC1
?,/,C/C(=N\NC(=O)Cc1ccc(F)cc1)c1ccc(F)cc1
?,/,CN(C)S(=O)(=O)c1cccc(C(=O)NC2CCSc3ccccc32)c1 (centres undefined)
-3%,16,CCOc1ccc2[nH]c(=O)c(CN(C(=O)N3CCOCC3)C3CC3)cc2c1
2%,8,CCCCCCCN1C2=NCCN2c2ccccc21
-1%,7,CCc1cc(Br)ccc1NC(=O)C1CCCO1 (centres undefined)
-18%,-5,COc1ccc(-c2[nH]ncc2CN(C)CCCN2CCOCC2)cc1F
17%,6,Cc1ccc(NCCCCO)cc1C
?,/,O=C(Nc1ccc(Cl)c(Cl)c1)Nc1cc(S(=O)(=O)N2CCOCC2)ccc1N1CCCC1
-1%,-12,Cc1ccc(C)c(C(C)NC(=O)C2CC=CCC2C(=O)O)c1 (centres undefined)
?,/,CC1CCCCN1C(=O)CCS(=O)(=O)c1cccc2nonc12 (centres undefined)
i,-17,COc1ccc(C)cc1NS(=O)(=O)c1ccc2c(c1)CCN2C(C)=O
15%,4,Cc1ccc(C(=O)CC(C(=O)O)n2ccc(C)n2)cc1 (centres undefined)
5%,-1,CCC[n+]1c2ccccc2cc2ccccc21
?,/,CCOc1ccc(NC(=O)CN2CCc3cc4c(cc3C2)OCCCO4)cc1OCC
?,/,Cc1[nH]nc2c1C(c1ccc(O)cc1)C1=C(CC(C)(C)CC1=O)N2 (centres undefined)
?,/,O=C(O)c1ccc(NC(=O)c2cccc(C(=O)Nc3ccc(C(=O)O)cc3)c2)cc1
?,/,COc1cc(NC(=S)N2CCC(C(N)=O)CC2)c(OC)cc1Cl
?,/,CN1CCN(S(=O)(=O)c2cccc(C(=O)Nc3sc4c(c3-c3nc5ccccc5[nH]3)CCCC4)c2)CC1
?,/,Cc1ccc(N=Nc2c(=O)[nH]n3c(C)cc(C)nc23)cc1
-1%,9,O=C(NC(Cc1ccccc1)c1nc2ccccc2[nH]1)c1cccc([N+](=O)[O-])c1 (centres undefined)
-5%,1,Cc1ccsc1C(=O)OCC(=O)Nc1c(C)n(C)n(-c2ccccc2)c1=O
?,/,CCOC(=O)CC(C(=O)OCC)P(=O)(c1ccccc1)c1ccccc1 (centres undefined)
2%,4,CCCCN(C)C1CCN(C(=S)Nc2cccc(OC)c2)CC1
?,/,N=C(N)SCc1cn2ccccc2n1
12%,20,CSc1nsc(N/N=C/c2ccc3c(c2)OCO3)c1C#N
11%,5,CCn1c(=O)c(C(=O)NCCCc2ccccc2)c(O)c2ccccc21
22%,/,NC(=O)c1ccccc1NC(=O)CN1CCOCC1
i,1,CCC(O)CNc1nc(-n2nc(C)cc2C)nc2sc3c(c12)CCCC3 (centres undefined)
?,/,CCOC(=O)Cc1csc(NC(=S)NC(=O)c2cc(OC)cc(OC)c2)n1
i,/,O=C(CN1C(=O)/C(=C\c2cccc(Cl)c2)Sc2ccccc21)NCCCN1CCOCC1
?,/,O=C(CN1CCN(S(=O)(=O)c2cccc(Br)c2)CC1)N1CCCCC1
?,/,CC(NC(=O)c1cc(-c2ccncc2)nc2ccc(Cl)cc12)C1CCCO1 (centres undefined)
-20%,1,O=C(CC1SC(=O)N(Cc2ccccc2)C1=O)Nc1nccs1 (centres undefined)
0%,-7,CCOC(=O)CN1C(=O)C(O)(CC(=O)c2ccc3c(c2)CCCC3)c2ccccc21 (centres undefined)
?,/,C[C@H](NC(=O)c1[nH]cnc1C(=O)Nc1nccs1)c1ccccc1
?,/,COc1ccccc1OCCC(=O)O

The listing continues:
Lipid storage S3,Lipid storage S3 cell count max,mol
?,/,CCOC(=O)/C(C#N)=C/c1ccc(OCC(=O)Nc2ccc(C)c(C)c2)c(OC)c1
-22%,0,CCOC(=O)C1CCCN(S(=O)(=O)c2ccc(NC(C)=O)cc2)C1 (centres undefined)
8%,0,CC(=O)Cn1cnc2c(cnn2-c2ccc(C)c(C)c2)c1=O
26%,/,Cc1cc(C)nc(NC(=O)c2cnc3sccn3c2=O)n1
-10%,-11,C=CCSC1=NC(=O)/C(=C/c2cccs2)S1
29%,23,CCCC(C)NNC(=O)c1cc2ccccc2[nH]1 (centres undefined)
7%,10,CS(=O)(=O)c1cccc(S(=O)(=O)N2CCCCCC2)c1
-4%,-1,CCC(C)N(CCNC(=O)CC1Oc2ccccc2NC1=O)C1CCCCC1 (centres undefined)
?,/,Cc1ccc(F)cc1NC(=O)c1cccc2nccnc12
4%,13,COc1ccc(-c2csc3ncn(-c4ccccc4OC)c(=O)c23)cc1OC
0%,1,Clc1ccc(-c2noc(/C=C/c3ccccc3)n2)cc1
7.3µM*,0.4*,CCn1cc(C(=O)NCCN(CC(C)C)CC(C)C)c(=O)c2cc(S(=O)(=O)N3CCOCC3)ccc21
18%,-6,COc1cc(CO)cc(Br)c1OCc1cccnc1
40%,4,Cc1ccc(CC(=O)Nc2nccs2)cc1C
9%,-15,Cc1cc(Cl)ccc1N=Cc1c(O)n(C)c(=O)n(C)c1=O
2%,-11,Cc1ccc(O)c(C2=NOC(O)(C(F)(F)F)C2)c1 (centres undefined)
?,/,Cc1ccccc1NC(=O)CSc1nnc(-c2ccccn2)o1
-10%,-13,Cc1ccccc1NC(=O)C1CC(=O)n2ncnc2N1 (centres undefined)
i,19,FC(F)(F)c1nnc2ccc(N3CCCC3)nn12
?,/,Cc1c(OCC(=O)NCc2ccncc2)ccc2c3c(c(=O)oc12)CCC3
-20%,12,O=C(O)c1cc(-c2ccccc2)n(-c2ccc(Cl)cc2Cl)n1
8%,-14,COc1cc(C)c(C(=O)Oc2cc(C)c(C(=O)O)c(O)c2)c(O)c1
?,/,CC(Oc1ccc2c3c(c(=O)oc2c1)CCCC3)C(=O)NCCCn1ccnc1 (centres undefined)
i,/,CCOC(=O)C(CC)(CC)/C(C)=N/NC(=O)CC#N
?,/,O=C(Nc1ccccc1Cl)NC1(C(=O)NCC2CCCO2)CCCCC1 (centres undefined)
8%,17,CC(C)C(=O)Nc1csc(C(F)(F)F)c1-c1ccccc1
8%,5,CCN(CC)CCNC(=O)c1c(O)c2cc(OC)c(OC)cc2[nH]c1=O
i,-2,CCOc1ccc(-n2nc(C(=O)NCCOC)c3ccccc3c2=O)cc1
?,/,Cc1cc(OC(=O)c2ccc(Cl)cc2Cl)nc(C)n1
-2%,-6,O=C(c1cc2ccccc2o1)N1CC=C(c2ccccc2)CC1
?,/,CC(C)c1ccccc1NC(=O)C1CCCN(C(=O)c2ccc(Cl)cc2)C1 (centres undefined)
i,-24,COc1cc(NC(=O)C2CCN(S(=O)(=O)c3ccc(N4CCCC4=O)cc3)CC2)cc(OC)c1
?,/,O=C1CC[C@H](N2C(=O)c3ccccc3C2=O)C(=O)N1
3.7µM*,13*,CN(/N=C/c1cc(Cl)ccc1O)C1=NS(=O)(=O)c2ccccc21
?,/,S=C(NCCc1ccc(Cl)cc1)NCc1ccco1
?,/,CCOCCCNC(C(=O)Nc1ccc(OC)c(Cl)c1)c1ccccc1 (centres undefined)
?,/,FCCCOc1ccc(-c2ccnc(-c3ccccc3)n2)cc1
?,/,O=C(CCS(=O)(=O)c1ccccc1)N1CCN(c2ccc(F)cc2)CC1
?,/,CCn1c(SCC(=O)N2CCCCCC2)nc2c(c1=O)SCC2
?,/,CSc1cc(-c2ccncc2)nc(-c2ccc(Cl)cc2)c1
10%,8,Cc1oc(-c2ccc(Cl)cc2)cc1C(=O)NC1CCN(Cc2ccccc2)CC1
?,/,Cc1ccc(C(=O)Nc2nc(-c3cc(Cl)sc3Cl)cs2)cc1
7%,7,COc1cc(/C=N/NC(=O)COc2ccc(-n3cnnn3)cc2)ccc1OCC(N)=O
i,-4,CC1(C)Oc2ccc(C(=O)N/N=C/c3ccc(O)cc3)cc2NC1=O
6%,13,N#Cc1cc(NC2CCCC2)c([N+](=O)[O-])cc1C#N
-28%,-6,Cc1cccc(NS(=O)(=O)c2cccc(C(=O)NNC(=O)c3ccccc3O)c2)c1
?,/,Cc1cc(NC(=O)CCC(=O)N(c2ccccc2)C(C(=O)NCC2CCCO2)c2cccnc2)no1 (centres undefined)
?,/,CC1CCC2(CC1)NC(=O)N(CC(=O)NCCc1ccc(F)cc1)C2=O (centres undefined)
?,/,CCN1CCN(CC(=O)N/N=C/c2cc(Br)cs2)CC1
0%,-15,COc1ccc(CCNC(=O)CSc2nc3c(c(=O)n(C)c(=O)n3C)n2C)cc1OC
?,/,CC(NS(=O)(=O)c1ccc(OCC(=O)N2CCCC2)cc1)c1ccccc1 (centres undefined)
-5%,-1,O=C(Nc1cccc(-c2ccc(N3CCOCC3)nn2)c1)c1ccc([N+](=O)[O-])cc1
?,/,O=c1[nH]c(/C=C/c2ccccc2OC(F)F)nc2c1cnn2-c1ccccc1
?,/,Cc1cc(C)c(Cn2ncn(-c3ccc(Br)cc3)c2=O)c(C)c1
-2%,-2,Cc1cccc(OCCOc2ccc(/C=N/NC(=O)Cc3nnc(N)s3)cc2)c1
?,/,OCCn1c(SCCOc2ccccc2)nc2ccccc21

Molecules shown so far that have fluorine (15):
Lipid storage S3,Lipid storage S3 cell count max,mol
11%,-1,CCn1ccnc1CNC(=O)C1CCC(=O)N(Cc2ccccc2F)C1 (centres undefined)
-5%,6,NS(=O)(=O)c1ccc(CCNC(=O)CNCCc2ccc(C(F)(F)F)cc2)cc1
1%,-8,O=C(NCCS(=O)(=O)NC1CCCC1)c1ccc(F)cc1
0%,7,CCn1c(CNC(=O)c2ccccc2F)nnc1SCC(=O)NC1CCCCC1
i,/,COc1ccc(N2CC(O)=C(c3nc(-c4ccc(F)cc4)cs3)C2=N)cc1Cl
?,/,C/C(=N\NC(=O)Cc1ccc(F)cc1)c1ccc(F)cc1
-18%,-5,COc1ccc(-c2[nH]ncc2CN(C)CCCN2CCOCC2)cc1F
?,/,Cc1ccc(F)cc1NC(=O)c1cccc2nccnc12
2%,-11,Cc1ccc(O)c(C2=NOC(O)(C(F)(F)F)C2)c1 (centres undefined)
i,19,FC(F)(F)c1nnc2ccc(N3CCCC3)nn12
8%,17,CC(C)C(=O)Nc1csc(C(F)(F)F)c1-c1ccccc1
?,/,FCCCOc1ccc(-c2ccnc(-c3ccccc3)n2)cc1
?,/,O=C(CCS(=O)(=O)c1ccccc1)N1CCN(c2ccc(F)cc2)CC1
?,/,CC1CCC2(CC1)NC(=O)N(CC(=O)NCCc1ccc(F)cc1)C2=O (centres undefined)
?,/,O=c1[nH]c(/C=C/c2ccccc2OC(F)F)nc2c1cnn2-c1ccccc1
